Screening results (PubChem)
mABHD4 FP = ABHD4 inhibitors, primary screen, biochemical, fluorescence polarization, mouse; purified mABHD4, FP-Rh probe fluorescence polarization; inhibition, % at 8.92 µM; 0.54% of 370,000 active;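 active means inhibition exceeding the mean over every tested compound plus 3 SD, cut at about 30% in these data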;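 further: 0% = plate median of compound wells and 100% = S159A mutant with DMSO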
Target sequence (Q8VD66 whole entry, looked up): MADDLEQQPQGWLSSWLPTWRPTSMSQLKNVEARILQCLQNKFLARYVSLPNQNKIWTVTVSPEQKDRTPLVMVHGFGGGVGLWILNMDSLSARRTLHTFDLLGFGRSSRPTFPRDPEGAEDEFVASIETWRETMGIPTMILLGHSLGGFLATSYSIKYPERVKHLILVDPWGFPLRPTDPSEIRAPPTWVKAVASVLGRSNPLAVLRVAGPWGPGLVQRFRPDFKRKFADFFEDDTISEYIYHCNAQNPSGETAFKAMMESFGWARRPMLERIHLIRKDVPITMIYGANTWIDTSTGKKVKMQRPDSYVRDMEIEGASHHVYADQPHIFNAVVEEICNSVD
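Test system: mouse ABHD4 enzyme, wild type. Reagent: FP-Rh fluorescent activity-based probe, added after compound pre-incubation. Timing: pre-incubation 45 min, probe exposure 60 min, at 25 °C. Technique: FP readout, ex 525 nm / em 598 nm. Benchmarks: high control S159A mutant with DMSO, low control median of compound wells.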
MBD2 inh = inhibitors of MBD2 binding to methylated DNA, primary screen, biochemical, TR-FRET, DNA-binding domain, human. inhibition, % at 4.4 µM. 0.31% of 370,000 active. MBD2 binding to methylated oligonucleotide. Methyl-CpG-binding domain protein 2 (Homo sapiens), Q9UBB5. AID 686964, 2013; in the data active means inhibition above about 13%
Target sequence (Q9UBB5 whole entry, looked up, the tested form may be a part): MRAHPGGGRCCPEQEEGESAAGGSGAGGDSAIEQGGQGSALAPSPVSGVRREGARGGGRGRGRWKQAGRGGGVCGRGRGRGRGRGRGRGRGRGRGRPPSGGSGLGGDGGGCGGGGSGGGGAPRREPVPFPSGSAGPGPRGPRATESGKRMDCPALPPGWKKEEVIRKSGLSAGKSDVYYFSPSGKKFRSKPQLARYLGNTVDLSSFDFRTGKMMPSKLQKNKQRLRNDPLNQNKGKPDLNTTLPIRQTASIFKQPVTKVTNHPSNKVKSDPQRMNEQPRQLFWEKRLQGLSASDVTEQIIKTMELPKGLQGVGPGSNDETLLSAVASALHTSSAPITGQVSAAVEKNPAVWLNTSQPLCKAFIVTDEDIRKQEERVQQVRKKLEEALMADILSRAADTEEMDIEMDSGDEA
HTRA1 inhibitor = HTRA1 serine protease inhibitors, primary screen, biochemical, fluorescence polarization, HTS. inhibition, % at 5.96 µM. recombinant HTRA1, FP-rhodamine activity-based probe. AID 504803, 2011. 0.5% of 340,000 active. Q92743; in the data active means inhibition above about 36%;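 further: 0% = enzyme with DMSO and 100% = wells lacking enzyme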
rCAG RNA binder = binders of r(CAG) RNA repeats, primary screen, biochemical, fluorescence; 1.3% of 370,000 active; AID 651821, 2012; inhibition, % at 3 µM; r(CAG) RNA repeat, TO-PRO-1 dye displacement fluorescence;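 active means inhibition above the plate cutoff, the mean of all test compounds on that plate plus 3 SD, cut at about 35% in these data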;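 further: 0% = DMSO alone and 100% = 100 µM mitoxantrone as full dye displacement; higher means more dye released from RNA so lower well fluorescence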
PG9 Ab binder = binders of HIV-1 gp120 antibody PG9, primary screen, biochemical, TR-FRET; 0.43% of 360,000 active; TR-FRET gp120-PG9 antibody binding; inhibition, % at 6.7 µM; HIV-1 gp120 / PG9 antibody interaction; in the data active means inhibition above about 8.5%
Rev-erbA mod = modulators of Rev-erb alpha DNA binding, primary screen, biochemical, FITC-DNA, fluorescence polarization, uHTS; AID 1259318, 2017; Rev-erbα–FITC-DNA binding, 90 min; activity, % at 10 µM; Nuclear receptor subfamily 1 group D member 1 (Homo sapiens), P20393; 0.79% of 370,000 active;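 active means activity above about 14%, limit read from the data; passing the limit was not always enough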;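 further: 0% = DMSO wells with 35 nM protein and 100% = DMSO wells with 750 nM protein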
PRMT1 inh = PRMT1 methyltransferase inhibitors, primary screen, biochemical, fluorescence polarization; Protein arginine N-methyltransferase 1 (Homo sapiens), Q99873; recombinant PRMT1, activity-based probe fluorescence polarization; inhibition, % at 2.79 µM; 1.3% of 370,000 active;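 active means inhibition above about 21% made by adding two undisclosed values, limit read from the data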
LEDGF integ inh = blockers of LEDGF/p75-dependent integrase strand transfer – biochemical, TR-FRET, high throughput, primary screen | TR-FRET IN-LEDGF/p75 DNA integration, Eu/Cy5 | inhibition, % at 3.7 µM | 0.64% of 370,000 active;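 active means inhibition above the screen-wide mean plus 3 SD, cut at about 13% in these data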;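 further: signal is the Cy5 over europium emission ratio at 671 and 618 nm; 0% = plate median of compound wells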
TCR-CD3 inh = inhibitors of human TCR-CD3 interaction, primary screen, biochemical, fluorescence, TAMRA-labeled TCR probe | T-cell receptor (TCR) | 0.37% of 360,000 active | inhibition, % at 9.4 µM; in the data active means inhibition above about 19%;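 further: recombinant mutant TCR 2C K166C tagged with TAMRA read by polarization; 0% = receptor in buffer alone and 100% = receptor with positive control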
UHRF1 MBD2 ctr = UHRF1 methylated DNA binding inhibitors, primary screen, counter-screen for MBD2 inhibitor project, biochemical, TR-FRET, human UHRF1, single concentration; E3 ubiquitin-protein ligase UHRF1 (Homo sapiens), Q96T88; UHRF1 binding to methylated oligo; inhibition, % at 4.4 µM; 0.75% of 370,000 active; AID 687016, 2013; in the data active means inhibition above about 21%;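 further: UHRF1 SRA domain binding a hemimethylated CpG hairpin DNA probe; 0% = median of test compound wells and 100% = reference inhibitor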
* marks the source's active call; other numbers are inactive results; x = not tested or not shown. The list is partial. The share of hits here may be higher or lower than overall.

SMILES	mABHD4 FP	MBD2 inh	HTRA1 inhibitor	rCAG RNA binder	PG9 Ab binder	Rev-erbA mod	PRMT1 inh	LEDGF integ inh	TCR-CD3 inh	UHRF1 MBD2 ctr
C=CCn1c(SCC(=O)Nc2ccc(N3CCOCC3)cc2)nnc1-c1ccco1	5.4	-2.8	6.7	-0.3	-1.9	-4.4	4.6	-6.1	-3.3	1.0
CCOc1ccc(NC(=O)CSc2nc3ccsc3c(=O)n2Cc2ccc(C(=O)O)cc2)cc1	8.5	3.5	-8.6	26.4	-2.1	-2.0	-1.6	0.2	7.3	0.2
C=CCn1c(COc2ccccc2)nnc1SCC(=O)N/N=C/c1ccc(C)cc1	-1.5	-3.9	-17.7	-7.3	-1.9	3.2	-4.6	1.9	0.4	1.5
C=C1C(=O)[C@]23C[C@H]1CC[C@H]2[C@]1(C)[C@@H](O)CC[C@@](C)(C(=O)O)[C@H]1C[C@@H]3O	4.4	-8.0	x	1.6	1.6	-0.6	4.0	-1.3	2.2	-0.1
O=C(Cn1c(-c2ccccc2)c[n+]2ccsc12)c1ccc(Br)cc1	7.8	-0.4	2.1	4.1	-2.4	-7.8	-1.3	-1.6	7.7	-3.1
Cc1onc(-c2c(F)cccc2Cl)c1C(=O)NCc1ccccn1	-2.0	0.2	2.8	-2.5	0.9	0.3	5.4	-1.5	0.3	0.9
CS(=O)(=O)N1CCN(c2ccccc2NC(=O)c2ccc(Br)o2)CC1	1.9	-4.0	-5.9	-1.4	-2.0	-2.1	-1.3	2.1	5.9	-0.7
Cc1ccc(C)c(S(=O)(=O)NCc2ccc(C(=O)N3CC(C)OC(C)C3)cc2)c1 (configuration not stated)	-2.8	-4.6	-2.9	-2.8	-1.0	4.2	-0.6	-1.6	2.2	-0.2
O=C(Cc1ccccc1)NCC(=O)OCC(=O)c1cccs1	-4.5	-1.4	-6.7	-0.3	-0.1	4.2	-1.8	4.1	3.1	4.0
COc1ccc(/C=N/c2nc3ccccc3n2CCN2CCCCC2)cc1OC	4.4	-0.4	-3.7	0.7	-0.3	-6.2	-3.5	4.1	5.0	-2.3
CCn1c(SCC(=O)NCc2ccco2)nnc1C(C)C	0.3	-0.7	-5.3	0.5	-0.9	-1.6	3.5	0.1	5.5	-1.8
CCNC(=O)NC(=O)C(C)OC(=O)CNS(=O)(=O)c1c(Cl)cc(Br)cc1Cl (configuration not stated)	1.5	-1.3	1.7	0.8	1.7	0.0	0.8	-2.7	-4.7	3.0
CCOc1ccc(C(=O)Nc2ccc(Cl)cn2)cc1Cl	2.7	1.6	-19.6	3.2	0.3	3.5	0.7	3.3	3.3	-2.8
CN(C)/C=C1\C(=O)Nc2ccccc21	3.6	1.0	-3.8	0.3	-5.0	0.3	2.4	3.2	-0.2	3.8
Cc1ccccc1C(=O)NC1CCN(CC(=O)NCc2ccccc2)CC1	1.8	-10.1	-5.1	-0.3	2.4	-1.9	-3.2	2.4	8.1	2.0
COc1ccc(CCNC(=O)C2CCCN2C(=O)Nc2ccc(C)cc2)cc1OC (configuration not stated)	-3.5	6.2	5.9	-6.8	0.5	6.4	1.8	-3.4	-2.1	2.8
CCc1cc(=O)oc2cc(OCC(=O)NCCCn3ccnc3)c(Cl)cc12	1.7	0.7	-3.7	-2.0	-1.2	2.4	2.2	-2.3	1.2	-3.0
CCOC(=O)C1(Cc2cccc(OC)c2)CCN(Cc2ccc(OC)c(OC)c2)CC1	-0.1	-0.2	-6.4	-12.3	-0.8	-1.4	-2.2	-4.2	6.5	0.7
NC(=O)COc1ccc(S(=O)(=O)N2CCCC2)cc1	8.6	-2.6	4.6	5.8	0.9	1.4	3.5	-3.1	-5.8	1.0
COc1ccc(O)c(C=Nc2cc(NC(C)=O)c(Cl)cc2Cl)c1	-5.4	0.9	-0.6	0.8	0.1	0.3	-0.8	1.1	-6.7	3.2
CN(C=O)c1ccc(CSc2ccccc2)cc1	6.3	-4.0	-1.6	2.8	1.0	2.2	-1.8	-5.0	2.0	-2.2
Cc1cccc(OCC(=O)N/N=C/c2cccn2C)c1	2.0	-1.2	-2.1	-3.4	0.2	2.9	2.9	-2.5	-6.2	-1.4
COC(=O)C1=C(C)Nc2ncnn2C1c1ccc(C)o1 (configuration not stated)	-1.2	2.5	-1.2	0.6	-1.7	-5.3	-1.4	1.9	1.1	-1.3
Cc1cc(NN)nc(NS(=O)(=O)c2ccccc2)n1	-3.7	1.2	x	8.7	-0.1	1.4	1.5	-1.2	0.1	-0.3
O=C(CCN1C(=O)c2ccccc2C1=O)Nc1ccccc1C(F)(F)F	5.1	2.0	4.4	3.6	1.2	4.1	3.7	-2.1	11.5	0.6
O=C1N(Cc2cccnc2)C[C@@H]2C[C@@H](c3cccc(Oc4ccccc4)c3)N3CCC[C@@]123	-4.5	4.7	-3.0	-2.4	0.0	0.1	-2.3	4.3	8.4	-2.3
O=C(NNC(=O)c1cnccn1)c1ccc(Cl)cc1	-1.8	1.3	0.6	0.4	0.3	-2.7	0.2	-3.0	-3.3	-0.9
Cc1cc(S(=O)(=O)N2CCCCC2CCNC(=O)C(=O)NCc2cccnc2)ccc1F (configuration not stated)	-4.0	2.7	0.1	-10.7	2.5	4.9	2.5	-4.6	9.1	3.5
Cc1ccc(C(=O)NCCC(=O)NCc2cc(=O)n(C)c(=O)n2C)cc1	2.3	2.5	1.0	-2.0	-0.9	-1.3	2.7	-3.8	-4.1	2.5
CN(Cc1ccccc1)C(=O)c1ccc(NC(=O)Cc2ccc(NC(=O)C3CCN(C(=O)CCc4ccccc4)CC3)cc2)cc1	2.2	-0.4	-47.1	9.3	-0.4	2.9	-3.1	8.1	3.1	3.7
COCCNC(=O)c1cc2c(c(-c3cccc(C#CC(C)(C)O)c3)n1)[C@@H](CCO)N(S(=O)C(C)(C)C)C2 (some centres not stated)	1.1	-7.0	x	6.5	-0.1	3.5	2.9	4.2	-7.0	-2.5
COc1ncnc2c1ncn2CCCNc1ccc(C)c(C)c1	-0.2	2.3	-6.0	0.8	-2.3	-5.0	0.6	-5.3	-1.6	1.0
CC1CN(C(=O)CN2C(=O)c3ccccc3S2(=O)=O)CC(C)O1 (configuration not stated)	-1.5	-4.8	5.1	-0.5	2.0	3.0	-0.1	2.3	-1.4	-1.3
O=C(c1cccc(C(=O)N(c2ccccn2)C2CCCCC2)c1)N(c1ccccn1)C1CCCCC1	-1.6	5.0	11.4	-10.0	-1.3	1.0	0.2	-4.6	-3.7	-0.8
O=[N+]([O-])c1ccc([C@H](O)[C@H](CO)N=Cc2ccccc2O)cc1	1.4	-3.7	-5.9	0.0	0.0	7.2	-1.8	3.2	-6.6	7.1
Cc1cc(C(=O)OCCO)c(C#N)c(N)n1	1.8	1.5	-6.1	3.6	1.3	3.7	-1.4	-0.7	8.2	-1.0
COc1ccc(-n2nc3c(c2NC(=O)c2ccco2)CS(=O)(=O)C3)cc1	3.7	0.2	4.6	5.5	-2.7	-0.7	-0.3	-1.4	1.1	-1.2
COc1ccc(C(=O)NC(=S)N(Cc2ccccc2)Cc2ccccc2)cc1	-2.9	-1.9	-24.1	6.8	0.4	4.1	-1.9	15.1*	5.6	-4.4
O=C(/C=C/c1ccc(Cl)cc1Cl)Nc1cccc(S(=O)(=O)NC2=NCCCCC2)c1	4.6	2.2	-106.4	11.8	-1.8	-0.3	3.2	-0.8	-6.1	2.2
O=[N+]([O-])c1ccc(NC(=S)NCCc2ccc(F)cc2)cc1	-18.5	-1.1	-27.0	13.2	-2.9	5.3	6.6	3.1	8.9	0.3
CCOC(=O)[C@]12CCCC=C1N(CCC1=CCCCC1)C(=O)[C@H](CC(=O)N1CCC(c3ccccc3)CC1)C2	-0.4	-5.1	x	4.9	-2.0	-0.5	-5.9	1.0	-5.0	0.2
CCn1c(-c2cc(-c3ccc(C)cc3)nc3ccccc23)n[nH]c1=S	-27.7	0.4	-9.8	18.8	1.0	5.0	8.2	0.2	-2.9	-1.9
CC1CCCN(Cc2cnc(Cl)s2)C1 (configuration not stated)	-2.9	-2.0	-4.0	2.0	-2.5	-2.2	-2.5	0.2	5.3	-0.1
COc1ccccc1N(C)S(=O)(=O)c1ccc(C(=O)Nc2nc(C)cs2)cc1	-13.1	2.6	-23.1	6.7	3.1	-1.8	3.3	-2.8	-4.9	3.7
Cn1c(=O)c2c(nc(SCc3ccccc3)n2Cc2ccc(Cl)cc2)n(C)c1=O	-0.3	0.3	0.4	-1.7	0.7	0.7	-2.4	-3.6	-3.0	-0.8
COCCNc1nc2c(c(=O)n(Cc3cccc(Br)c3)c(=O)n2C)n1C	3.8	4.1	-0.9	1.5	-2.6	5.5	-3.0	3.6	-6.4	1.7
CCCCc1c(-c2ccccc2OC)ncn1Cc1ccc(C)cc1	6.6	-3.3	x	-1.7	-0.5	7.3	-3.5	2.8	4.1	3.6
COc1ccc(OCCN2CCN(C(=O)c3ccc(OC)c(OC)c3)CC2)cc1	1.9	4.5	-11.3	-7.1	-0.7	-0.3	0.7	1.7	1.1	1.0

4 entries drawn at random from those above, as already listed:
SMILES	mABHD4 FP	MBD2 inh	HTRA1 inhibitor	rCAG RNA binder	PG9 Ab binder	Rev-erbA mod	PRMT1 inh	LEDGF integ inh	TCR-CD3 inh	UHRF1 MBD2 ctr
Cn1c(=O)c2c(nc(SCc3ccccc3)n2Cc2ccc(Cl)cc2)n(C)c1=O	-0.3	0.3	0.4	-1.7	0.7	0.7	-2.4	-3.6	-3.0	-0.8
CCCCc1c(-c2ccccc2OC)ncn1Cc1ccc(C)cc1	6.6	-3.3	x	-1.7	-0.5	7.3	-3.5	2.8	4.1	3.6
COc1ccc(OCCN2CCN(C(=O)c3ccc(OC)c(OC)c3)CC2)cc1	1.9	4.5	-11.3	-7.1	-0.7	-0.3	0.7	1.7	1.1	1.0
CC1CCCN(Cc2cnc(Cl)s2)C1 (configuration not stated)	-2.9	-2.0	-4.0	2.0	-2.5	-2.2	-2.5	0.2	5.3	-0.1

(cont.)
SMILES	mABHD4 FP	MBD2 inh	HTRA1 inhibitor	rCAG RNA binder	PG9 Ab binder	Rev-erbA mod	PRMT1 inh	LEDGF integ inh	TCR-CD3 inh	UHRF1 MBD2 ctr
CC1SCC(=O)N(CC(=O)Nc2ccc3c(c2)OCO3)C1=O (configuration not stated)	-1.9	-1.3	5.9	2.7	0.3	-2.4	-2.0	-0.6	9.2	1.4
CC(C)c1nc(NCC2CCCO2)c(C#N)c2c1COC(C)(C)C2 (configuration not stated)	-5.8	3.5	1.3	-7.1	-0.5	-5.2	-0.3	2.9	-0.8	2.3
C=CCNC(=O)c1onc(CSc2ccccc2F)c1C(=O)O	4.5	-1.0	-5.4	8.0	0.7	4.7	-0.5	-1.8	0.1	-1.4
COc1ccc(C(=O)CSc2[nH]c(=O)cc(C(F)(F)F)c2C#N)cc1	-1.3	-1.7	-7.0	31.1	-2.2	4.7	4.9	3.2	7.3	-0.6
C(=N\Nc1nncc2ccccc12)/c1ccccn1	22.4	8.5	11.8	-1.4	-3.0	-5.8	3.3	0.7	-6.0	1.3
